Screening results from PubChem BioAssay.
NOD2-RIPK2 inh = inhibitors of human NOD2-RIPK2 interaction; AID 624267; CHO BLA complementation NOD2-RIPK2, CCF4 ratio; inhibition, % at 4.98 µM; 360,000 tested, 0.38% active; in the data active = inhibition above about 21%;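 also: 0% = vehicle only and 100% = reference blocker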
Target sequence (O43353 whole entry, looked up): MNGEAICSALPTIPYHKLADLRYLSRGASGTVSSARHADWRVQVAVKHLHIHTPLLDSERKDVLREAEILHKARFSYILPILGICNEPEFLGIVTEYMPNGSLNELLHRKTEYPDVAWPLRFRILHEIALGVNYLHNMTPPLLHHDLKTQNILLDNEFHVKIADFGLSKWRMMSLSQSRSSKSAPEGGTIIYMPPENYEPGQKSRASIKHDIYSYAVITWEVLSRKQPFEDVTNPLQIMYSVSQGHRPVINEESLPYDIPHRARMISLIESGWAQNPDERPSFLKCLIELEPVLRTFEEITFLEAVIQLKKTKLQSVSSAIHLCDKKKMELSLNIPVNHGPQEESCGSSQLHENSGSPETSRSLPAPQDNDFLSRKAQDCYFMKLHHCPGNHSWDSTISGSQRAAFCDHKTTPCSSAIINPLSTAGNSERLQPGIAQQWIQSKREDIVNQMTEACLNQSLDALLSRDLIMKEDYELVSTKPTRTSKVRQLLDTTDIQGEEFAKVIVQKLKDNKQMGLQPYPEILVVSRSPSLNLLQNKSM
m5-HT2A agonist = activates the mouse 5-HT2A serotonin receptor; P35363; activation, % at 7.6 µM; 360,000 tested, 0.66% active; AID 624169; CHO-K1 mHTR2A beta-arrestin complementation, luminescence; percent of 30 µM serotonin response;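 active = activation above a run cutoff, the mean activation of all tested compounds plus 3 SD, cut at about 14% in these data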;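 also: 0% = plate median of compound wells and 100% = 30 µM serotonin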
Target sequence (P35363 whole entry, looked up): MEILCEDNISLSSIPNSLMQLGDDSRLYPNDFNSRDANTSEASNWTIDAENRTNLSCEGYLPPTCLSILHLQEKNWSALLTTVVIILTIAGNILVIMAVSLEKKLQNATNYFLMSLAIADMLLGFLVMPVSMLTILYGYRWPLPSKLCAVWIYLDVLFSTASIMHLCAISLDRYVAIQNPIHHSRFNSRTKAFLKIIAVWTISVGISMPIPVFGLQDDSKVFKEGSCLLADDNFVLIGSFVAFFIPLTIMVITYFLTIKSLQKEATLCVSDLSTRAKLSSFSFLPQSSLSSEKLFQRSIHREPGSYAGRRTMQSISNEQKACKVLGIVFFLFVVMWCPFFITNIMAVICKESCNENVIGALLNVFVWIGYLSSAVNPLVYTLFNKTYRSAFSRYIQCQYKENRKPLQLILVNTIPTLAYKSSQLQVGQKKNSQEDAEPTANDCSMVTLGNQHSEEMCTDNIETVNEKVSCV
MC4R barr agon = human MC4R agonism via beta-arrestin. U2OS MC4R beta-arrestin complementation, luminescence; percent of melanotan II response, DMSO zero. activation, % at 8.9 µM. 360,000 tested, 0.98% active;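 active = activation above a per-plate cutoff, the mean activation of sample wells on that plate plus 3 SD, cut at about 8% in these data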
Glyco luc inh = blocks N-linked glycosylation in D54 reporter cells; reporter increase, % at 12.5 µM; AID 588692; 360,000 tested, 0.23% active; D54 ERlucT glycosylation luciferase reporter, 24 h; percent of 100 nM tunicamycin response;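 active = mean luciferase reporter signal, scaled so untreated is 0 and the glycosylation-blocking control 100, at or above a set limit in every replicate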;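 also: luciferase carries N-glycosylation sites so blocking glycosylation raises the light; 0% = median of neutral control wells and 100% = median of 100 nM tunicamycin wells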
MC4R antagonist = human MC4R antagonism in cAMP assay | P32245 | MC4R-expressing cells, MTII-stimulated cAMP, LANCE TR-FRET | inhibition, % at 6.5 µM | 360,000 tested, 0.48% active | AID 540295;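 active = inhibition above its plate's cutoff, the mean of tested wells on that plate plus 3 SD, cut at about 29% in these data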;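 also: 0% = Melanotan II alone and 100% = Melanotan II plus saturating MCL0020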
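Assay system: human MC4R-expressing U2OS cells; reagent: Melanotan II stimulation of cells; dosing: 6.5 µM single dose; timing: compound 30 min, challenge 1 h, detection 1 h; signal: TR-FRET cAMP assay; replicates: one well per compound, no replicates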
TLR9-MyD88 inh = inhibitors of human TLR9-MyD88 binding; 340,000 tested, 0.21% active; inhibition, % at 4.98 µM; CHO BLA complementation TLR9-MyD88, CCF4 FRET ratio;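 active = inhibition above the mean over all tested compounds plus 3 SD, cut at about 21% in these data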;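 also: 0% = DMSO only wells and 100% = clavulanate BLA inhibitor control wells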
H9c2 protect = modulators protecting cardiomyocytes from myocardial damage. H9c2 cardiomyocytes, H2O2 injury protection, ATPLite, 2 h. protection from H2O2 cell death, % at 20 µM. 360,000 tested, 0.63% active. AID 588492;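 active = compounds giving at least 50% protection of heart cells from peroxide-induced death in the single-dose screen, raw or plate-pattern-corrected value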;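 also: 0% = DMSO wells with peroxide and 100% = DMSO wells without peroxide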
ABHD5-PLIN5 inh = inhibitors of human ABHD5-perilipin-5 interaction; Q00G26+Q8WTS1; Split G. princeps luciferase complementation, luminescence, 4 h; AID 602281; inhibition, % at 4 µM; 360,000 tested, 0.78% active;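 active = inhibition above the mean inhibition across every tested compound plus 3 SD, cut at about 22% in these data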;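 also: 0% = DMSO only wells and the 100% control is not disclosed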
SRC2 inh = human SRC2 (NCOA2) inhibition | Q15596 | inhibition, % at 9 µM | HEK293 GAL4-SRC2 luciferase reporter, luminescence | 370,000 tested, 0.17% active | AID 651957;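 active = inhibition above the mean inhibition of all tested compounds plus 3 SD, set per campaign, cut at about 52% in these data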;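 also: 0% = DMSO treated cells and 100% = cells given Gossypol at 36 µM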
ABCB6 inh MLPCN = blocks the human ABCB6 transporter; 360,000 tested, 0.19% active; AID 602162; K562-ABCB6 porphyrin accumulation, flow cytometry, 1 h; active compounds read low; fluorescence ratio to DMSO, % at 10 µM; Q9NP58;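 active = fluorescence ratio to DMSO below 75%, the collection mean minus 3 SD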;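 also: signal is porphyrin accumulated inside mitochondria; 100% equals median channel fluorescence of DMSO control wells; lower ratio means ABCB6 inhibition with less porphyrin fluorescence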
* = called active by the depositor; . = no result given. Not all compounds are listed; count on the stated rates, not on these rows.

SMILES	NOD2-RIPK2 inh	m5-HT2A agonist	MC4R barr agon	Glyco luc inh	MC4R antagonist	TLR9-MyD88 inh	H9c2 protect	ABHD5-PLIN5 inh	SRC2 inh	ABCB6 inh MLPCN
Cc1cc(=O)oc2cc(NC(=O)c3cccc(Br)c3)ccc12	-3	-1	-0.4	-4	14	-1	2	-5	-4	99
CCOC(=O)C1CCCN(Cc2nc(CC3CC3)no2)C1 (centres undefined)	-4	-1	-0.1	2	8	-11	-1	-8	2	101
Cc1nc(C(=O)N2CCCC(N3CCN(c4ccc(F)cc4)CC3)C2)cs1 (centres undefined)	-1	-5	-0.4	0	-4	-10	0	6	-3	103
CCN1CCN(C(=O)c2cccc(OC3CCN(S(C)(=O)=O)CC3)c2)[C@@H](C)C1=O	-2	6	-1.4	3	3	-1	4	-2	5	94
NS(=O)(=O)c1ccc(NC(=S)NCc2ccc3c(c2)OCO3)cc1	3	2	0.2	-1	16	-1	-4	5	16	102
CNC(=O)c1ccc(-c2ccc(F)cc2)s1	-1	-2	0.4	-2	3	-4	-6	-1	-50	99
Cc1cc(C(F)(F)F)nn1CC(=O)N1CCCCC1C (centres undefined)	-4	6	-0.4	0	13	-5	3	0	-5	102
COc1ccc(NC(=O)c2ccc3ccccc3c2)cc1	-16	0	8.8*	-12	10	-3	-8	-5	-59	97
Cc1ccc(NCc2ccccc2OCc2ccccc2F)cc1	-8	-5	-1.2	-2	-3	8	-33	-12	9	99
Cc1ccc(NC(=O)C(=O)NCCN2CCN(S(C)(=O)=O)CC2)cc1	-2	2	-4.5	-1	15	-2	-3	1	-18	100
CC(C)CC(C(=O)NC1CCCCC1)N(Cc1ccccc1)C(=O)c1snc(C(N)=O)c1N (centres undefined)	0	-6	3.2	-2	-2	-13	10	2	-18	105
COc1ccccc1Sc1nc(-c2ccccc2)ncc1OC	1	-3	-4.0	1	11	-10	-4	-9	11	104
Cc1ccc(C(=O)NC(=S)Nc2cccc(-c3nc4ccccc4s3)c2)cc1	-13	-2	-0.6	2	0	-3	-10	4	-6	95
CCOC(=O)C1=C(C)NC(=O)NC1c1c(OC)ccc2ccccc12 (centres undefined)	3	3	0.3	2	6	-6	0	-14	-29	97
COCCNC(=O)C1CC(c2cccc(OC)c2)=NO1 (centres undefined)	8	-2	0.2	1	4	5	-7	-11	.	99
O=C(c1cnc(Cl)c(Cl)c1)N1CCN(S(=O)(=O)c2ccc3ccccc3c2)CC1	-2	1	-4.0	2	36*	-1	-10	-6	5	94
O=C(O)C1=C[C@H](c2coc3ccccc3c2=O)C[C@H](OCc2ccc(CO)cc2)O1	-8	-1	-1.0	0	11	-11	-3	3	-9	102
Cc1cc(C)nc(N2CCN(c3nc(-c4ccccc4)nc4c3oc3ccccc34)CC2)n1	-7	1	-1.2	0	6	-13	-9	2	-17	98
CSCCC(NS(=O)(=O)c1ccc2c(c1)OCCO2)C(=O)N(C)Cc1ccccc1F (centres undefined)	-2	2	0.5	-1	22	-2	22	-8	5	97
CCN(CC)c1ccc(NC(=O)COc2ccccc2C)cc1S(=O)(=O)Nc1ccccc1OC	-17	-5	-2.0	-10	4	4	-8	-3	-36	96
CC(CCc1ccccc1)NC(=O)CNC(=O)c1ccccc1Br (centres undefined)	-4	3	-6.1	-2	8	3	-1	1	4	96
Cc1cccc(NC(=O)CSc2nnc([C@@H](N)Cc3ccccc3)o2)c1C	-4	-2	1.9	0	9	2	5	1	-2	103
COc1ccc(Nc2ncnc3sc(-c4ccccc4)cc23)c(OC)c1	-12	-1	11*	-2	3	-4	1	10	7	95
CCC(C)C(NC(=O)c1ccccc1NC(=O)c1ccco1)C(=O)NC1CCCCC1 (centres undefined)	-5	0	-0.7	1	8	7	-20	-2	-18	99
Cc1cc(C)c(S(=O)(=O)N(CC(=O)NCc2cccnc2)C2CCCCC2)c(C)c1	-2	-3	-2.1	-2	-1	-14	3	-5	3	86
SMILES	NOD2-RIPK2 inh	m5-HT2A agonist	MC4R barr agon	Glyco luc inh	MC4R antagonist	TLR9-MyD88 inh	H9c2 protect	ABHD5-PLIN5 inh	SRC2 inh	ABCB6 inh MLPCN
CC1CCN(C2=NN3C(=N)/C(=C\c4ccc(OC(=O)c5ccco5)cc4)C(=O)N=C3S2)CC1	-8	4	-1.3	3	0	0	-1	5	-36	99
Cn1cc(S(=O)(=O)N2CCCC2)cc1C(=O)NCc1ccc(Cl)cc1	-3	13	0.0	-2	1	1	13	-4	-16	95
CCNc1ccc(N=Nc2c(C)n(C)n(-c3ccccc3)c2=O)cc1	-11	2	-2.6	2	-11	.	0	4	-25	101
O=S(=O)(c1cccs1)N1CCN(c2ccc(F)cc2)CC1	6	3	-1.1	-3	4	-3	-1	3	0	93
CC1CN(C2CCN(S(=O)(=O)c3ccc4ccccc4c3)CC2)CC(C)O1 (centres undefined)	-6	3	-1.3	-4	6	-2	-6	4	3	93
Cc1ccc(N2CCN(c3ncccc3[N+](=O)[O-])CC2)c(C)c1	3	4	-0.4	-8	10	-5	-8	6	-3	98
O=C(CN(CCc1ccccc1)C(=O)Cn1nnc(-c2cccs2)n1)NCc1ccco1	3	5	-1.5	4	20	-17	8	-5	9	102
O=Cc1cn[nH]c1-c1cccc([N+](=O)[O-])c1	-2	1	1.0	-1	26	2	0	-8	3	100
Nc1nc2n(n1)C(c1ccco1)CC(c1ccc(Cl)cc1Cl)N2 (centres undefined)	4	-6	0.3	0	25	-1	4	6	-6	96
N#C/C(=C\c1ccc(O)c(O)c1)C(=O)c1ccc(O)c(O)c1	-12	-6	-0.6	-5	8	0	64*	4	0	100
CCO[C@H]1OC(C(=O)NCc2ccccc2)=C[C@@H](c2ccc3c(c2)OCO3)[C@@H]1CCCO	-8	12	0.2	0	6	-2	0	4	-2	98
Cc1cc(C)cc(N(CC(=O)Nc2ccc(C)cc2Cl)S(=O)(=O)c2c(C)[nH]c(=O)[nH]c2=O)c1	-13	-5	-2.6	2	9	-1	4	1	-1	87
O=c1oc2cc(O)ccc2cc1-c1ccc(F)cc1	18	0	0.4	1	8	13	-16	0	-52	95
O=C(CN1CCc2cc3c(cc2C1)OCCCO3)Nc1cccc([N+](=O)[O-])c1	-9	-3	3.7	2	0	-5	9	14	-9	93
COc1ccc(S(=O)(=O)N2CCN(c3ccccn3)CC2)c(OC)c1	2	-4	-1.6	0	2	3	3	5	-6	96
O=C(COc1ccc2c(c1)oc(=O)c1ccccc12)NCCN1CCOCC1	-8	-8	-3.3	4	7	-3	4	7	-5	96
O=C(CNC(=O)c1ccccc1F)OCC(=O)c1ccc(Cl)s1	-1	-5	-4.5	0	11	-13	0	1	-10	98
C=CCN1C(=O)c2ccc(C(=O)OCC(=O)Nc3ccc(S(N)(=O)=O)cc3)cc2C1=O	-10	5	-3.8	2	-1	-7	2	4	9	99
O=C(CSc1ncn(-c2ccccc2)n1)N1CCN(c2ccccc2)CC1	3	-1	-0.6	2	-5	-5	2	4	-2	95
COc1cccc(OCc2cc(C(=O)N3CCC(C(O)C(C)C)CC3)no2)c1 (centres undefined)	2	-1	-0.6	0	1	1	-2	3	3	99
COc1ccc(NC(=O)CC2C(=O)N(C)C(=S)N2Cc2ccncc2)cc1 (centres undefined)	-17	1	-1.4	2	8	-6	-1	-1	11	98
CN1C[C@@H]2[C@@H]3C(=O)N(Cc4ccccc4)C(=O)[C@@H]3[C@](Cc3ccccc3)(C1=O)N2C(=O)c1ccc(Cl)c(Cl)c1	-1	5	-0.3	-3	2	-6	4	2	-14	98
CCn1c(/C=C/c2cccc([N+](=O)[O-])c2)nc2ccccc2c1=O	2	-1	-1.2	-5	6	-5	27	2	-3	98
Cc1ccc(NC(=O)CN2C(=O)C(=O)N(C3CCCC3)C2=O)cc1Cl	5	0	4.8	2	13	-8	-2	-7	4	98
O=C(c1cccc(C(F)(F)F)c1)N1CCN(c2cc(=O)[nH]nc2-c2ccccc2)CC1	3	-1	-1.1	1	-1	-3	2	3	-31	102

Rewritten with values under each structure: part of the list above
Order of results – NOD2-RIPK2 inh, m5-HT2A agonist, MC4R barr agon, Glyco luc inh, MC4R antagonist, TLR9-MyD88 inh, H9c2 protect, ABHD5-PLIN5 inh, SRC2 inh, ABCB6 inh MLPCN
N#C/C(=C\c1ccc(O)c(O)c1)C(=O)c1ccc(O)c(O)c1
  -12, -6, -0.6, -5, 8, 0, 64*, 4, 0, 100
CCO[C@H]1OC(C(=O)NCc2ccccc2)=C[C@@H](c2ccc3c(c2)OCO3)[C@@H]1CCCO
  -8, 12, 0.2, 0, 6, -2, 0, 4, -2, 98

Next part:
SMILES	NOD2-RIPK2 inh	m5-HT2A agonist	MC4R barr agon	Glyco luc inh	MC4R antagonist	TLR9-MyD88 inh	H9c2 protect	ABHD5-PLIN5 inh	SRC2 inh	ABCB6 inh MLPCN
Cc1ccc2nc(Cl)c(CNCc3ccccc3)cc2c1	-1	-2	-1.4	0	-3	4	0	-9	-38	95
CSc1ccccc1NC(=O)C1=CC(c2cccs2)=NS(=O)(=O)N1C	-3	1	-2.3	-1	-2	-2	4	-5	-18	99
CCCNCc1cc(Cl)c(OCC)c(Cl)c1	-14	10	0.4	-1	15	-2	0	6	26	100
CNC(=S)NC12CC3CC(CC(C3)C1)C2	-13	0	0.3	1	2	3	0	-7	-8	100
Oc1ccc(C[C@H]2CNC(=S)N2CC2CCCN2C[C@H](Cc2ccccc2)N2C[C@H](Cc3ccc(O)cc3)N(CC3CCCCC3)C2=S)cc1 (some centres undefined)	-16	-7	.	-9	.	.	-12	16	-17	99
Cc1cc(OC(C)C(=O)NC2CC(C)(C)NC(C)(C)C2)c2c(C)cc(=O)oc2c1 (centres undefined)	-4	-1	-2.6	1	2	-1	6	-7	11	102
COc1ccc(NC(=O)CSc2nc(N)c3cc4c(nc3n2)CCCC4)cc1	6	4	-1.1	-3	11	-10	-15	0	-35	103
CCN1CCCC1CNCC(=O)Nc1ccc(OC(F)(F)F)cc1 (centres undefined)	-8	3	0.4	1	-2	5	2	2	11	96
Cc1ccc(C)c(NC(=O)CCC(=O)N/N=C/c2cccnc2)c1	3	5	-3.3	2	4	-5	-2	-14	-3	97
c1ccc(-c2nnc(-c3ccco3)o2)cc1	0	1	-0.2	-2	13	-3	-8	-2	-60	106
O=C1NCC(CN(c2ccccc2)c2ccccc2)O1 (centres undefined)	10	-2	-2.9	-1	13	5	-2	-2	-9	95
Cc1ccc(C(=O)C(C)OC(=O)C2=COCCO2)cc1C (centres undefined)	-15	-2	2.4	0	2	0	-21	-7	-21	102
COc1ccc(CCN(C(=O)C(F)(F)F)C(C(=O)NC2CCCC2)c2cccs2)cc1OC (centres undefined)	-1	-4	-0.7	-1	13	-7	-5	-2	9	102
Cc1cc(NC(=O)CN2C(=O)N(C)C3(CCCCC3)C2=O)ccc1Br	2	1	0.6	4	-1	1	2	5	-21	97
CCOC(=O)c1ccc(N2CC(O)=C(c3nc4ccccc4c(=O)[nH]3)C2=N)cc1	-5	6	0.0	3	2	-3	13	1	3	101
